# TDP43 rescue: inhibitors of TDP-43 toxicity in yeast; TDP-43 expressing yeast growth rescue, BacTiter-Glo, 24 h; Potency, µM (top dose mostly 46.1 µM), for the others: top-dose growth rescue (activation), most hits filed as activators; 410,000 compounds, 1.8% hits; AID 652104; also: % of control where 0% means no effect; nearly all actives have a fitted effect of over 50% in size
#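 Yeast expressing TDP-43 (pregrown in raffinose, seeded at OD600=0.02 in galactose medium) exposed to compounds 24 hr at 30 deg C. Growth read by BacTiter-Glo luminescence; rescue of toxicity appears as increased signal.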
# HT1080 IDH1KD tx: toxicity to HT-1080 IDH1 knockdown cells (counter line); HT-1080 IDH1 knockdown viability, ATP luminescence, 48 h; 360,000 compounds, 2% hits; Potency, µM (series often up to 46.1 µM), inactives show at the highest dose activity, negative = toxicity, most hits filed as cytotoxic;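 also: 0% = DMSO wells and -100% = cell-free medium wells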
#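 Luminescent ATP read-out (CellTiter-Glo, 10 min at room temperature) after 48 h compound exposure at 37 °C gave viability of IDH1-knockdown HT-1080 cells. Activity was normalised to DMSO and cell-free wells, then fitted as concentration-response curves.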
# GLP1R cytotox: cytotoxicity in counter-screen for GLP-1R inverse agonists. Potency, µM (series often up to 38.3 µM), for the others: top-dose activity change, negative = inhibition, actives largely listed as inhibitors. 410,000 compounds, 0.13% hits. AID 624418. HEK293 cAMP-luciferase reporter cells, luminescence, 24 h;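 also: loss of luciferase light is scored as toxicity; % is scaled to controls: 0 for no effect and ±100 for the full control effect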
#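 MLSMR compounds, 24 hr on cells at 37 deg C/5% CO2; luminescence after luciferase reagent (12 min RT). Inhibition counted as the undesired cytotoxic outcome.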
# KB-V1 cytotox: KB-V1 MDR subline cytotoxicity | Potency, µM (top dose mostly 46.1 µM), without a hit: at the top dose activity change, negative = cytotoxicity, usual class: cytotoxic | KB-V1 MDR cells viability, CellTiter-Glo, 72 h | AID 1347076 | 400,000 compounds, 3.4% hits; also: % is scaled to controls: 0 for no effect and ±100 for the full control effect; nearly all actives have a fitted effect of over 60% in size
#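 Cytotoxicity via CellTiter-Glo luminescence after 72 h compound exposure at 37 degrees C. Cells: drug-selected KB-V1 line, DMEM phenol-red free plus 10% FBS. Compounds tested at multiple concentrations; normalized data fitted to concentration-effect curves.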
# SW480 rerep: DNA re-replication induction in SW480 cells | Potency, µM (series often up to 46.1 µM), inactives show at the highest dose re-replication activation, hits mostly activators | AID 624297 | SW480 DNA re-replication, Hoechst DNA content imaging, 48 h | 340,000 compounds, 1.8% hits; also: % of control where 0% means no effect; nearly all actives have a fitted effect of over 55% in size
#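 250 cells/well; 23 nL cpd via pin tool; 48 hr, 37 C, 5% CO2; Hoechst 40 min; imager read of total nuclear intensity, ex 405/em 500-530 nm.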
# GLP-1R agonist: GLP-1 receptor (human) agonism. AID 624172. 380,000 compounds, 0.007% hits. Potency, µM (top dose mostly 45.6 µM), for the others: top-dose activation, most hits filed as activators. HEK293 GLP-1R CRE-luciferase, luminescence, 4-6 h; cells express a hypersensitive GLP-1R form. P43220; also: % of control where 0% means no effect
# Target sequence (P43220 whole entry, looked up): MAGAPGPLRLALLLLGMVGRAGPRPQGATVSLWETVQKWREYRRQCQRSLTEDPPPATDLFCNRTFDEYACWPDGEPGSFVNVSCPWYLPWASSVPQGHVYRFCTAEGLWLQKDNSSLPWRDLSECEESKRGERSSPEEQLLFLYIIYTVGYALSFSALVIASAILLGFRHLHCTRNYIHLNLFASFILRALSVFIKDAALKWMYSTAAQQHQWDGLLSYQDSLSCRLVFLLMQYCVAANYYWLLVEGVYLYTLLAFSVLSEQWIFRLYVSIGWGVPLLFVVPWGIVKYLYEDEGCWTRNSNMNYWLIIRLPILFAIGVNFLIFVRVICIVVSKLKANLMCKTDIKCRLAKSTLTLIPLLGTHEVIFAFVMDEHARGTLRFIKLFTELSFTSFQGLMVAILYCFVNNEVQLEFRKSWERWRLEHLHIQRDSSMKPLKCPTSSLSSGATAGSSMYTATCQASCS
# GLP1R inv ag: inverse agonists of human GLP-1 receptor; 410,000 compounds, 1.6% hits; HEK293 GLP-1R CRE-luciferase, luminescence, 24 h; GLP-1R form is constitutively active; Potency, µM (titrated, usually from 38.3 µM), for inactives: at the highest dose activity change, negative = inhibition, most hits filed as inhibitors; P43220; AID 624417; also: % is scaled to controls: 0 for no effect and ±100 for the full control effect; nearly all actives have a fitted effect of over 55% in size
#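 Luminescence readout: a drop in cAMP-driven luciferase signal flags inverse agonism at a constitutively active GLP-1R stably expressed in HEK293. Compound exposure lasted 24 hr at 37 deg C, 5% CO2.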
# KB-3-1 tox: kills parental KB-3-1 adenocarcinoma cells. KB-3-1 viability, CellTiter-Glo ATP luminescence, 72 h. 400,000 compounds, 1.4% hits. Potency, µM (titrated, usually from 46.1 µM), for the others: at the top dose activity change, negative = cytotoxic, most hits filed as cytotoxic. AID 1347075; also: % is scaled to controls: 0 for no effect and ±100 for the full control effect; nearly all actives have a fitted effect of over 60% in size
#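 Viability of parental KB-3-1 cells, measured by CellTiter-Glo luminescence, followed a 72 h incubation at 37 °C with pinned compounds in phenol-red-free DMEM containing 10% FBS.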
# HT1080NT lethal: kills 2HG-producing HT-1080-NT fibrosarcoma cells; HT-1080-NT fibrosarcoma viability, CellTiter-Glo ATP luminescence, 48 h; Potency, µM (highest dose often 46.1 µM), for the others: at the top dose activity, negative = less viability, hits mostly cytotoxic; 360,000 compounds, 1.6% hits; AID 686970;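 also: NT is the 2HG producing partner of a matched IDH1 knockdown line; 0% = DMSO-treated cells and -100% = media-only wells without cells; nearly all actives have a fitted effect of over 55% in size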
#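 A 48-hour cytotoxicity screen used HT-1080-NT cells plated 2 hours before compound delivery. ATP-based CellTiter-Glo luminescence measured viability, normalized to DMSO and no-cell controls.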
# * = called active by the depositor; ? = inconclusive; / = no result given; [ ] = another dose, or the depositor's remark. Calls follow the shape of the dose curve; as a rule, active = well fitted curve in the direction sought with a large enough effect; inconclusive = small, poorly fitted or top-dose-only effect, or another doubt; inactive = no such curve, though single readings can be large; an effect the other way counts as inactive or inconclusive. Potency is read from the fitted curve at half-maximal effect.
mol	KB-3-1 tox	HT1080NT lethal	SW480 rerep	KB-V1 cytotox	GLP-1R agonist	HT1080 IDH1KD tx	GLP1R cytotox	TDP43 rescue	GLP1R inv ag
Cc1cc(F)ccc1S(=O)(=O)N1CCCOC1CNC(=O)C(=O)NCc1ccc2c(c1)OCO2 (stereo not given)	-8%	3%	-7%	?	3%	-1%	1%	1%	3%
Cn1cc(CN2CCCC(C(=O)Nc3cccc(-c4cc5ccccc5[nH]4)c3)C2)cn1 (stereo not given)	?	?	?	-22%	-3%	29µM*	?	2%	?
COc1cccc(Oc2nc3c(c(=O)n(Cc4ccccc4Cl)c(=O)n3C)n2C)c1	2%	/	/	?	/	/	7%	24%	-12%
CSc1ccccc1OCc1cc(C(=O)N(C)Cc2nonc2C)no1	1%	-10%	?	?	12%	0%	6%	-8%	?
O=C1CCCCC1S(=O)(=O)c1ccccc1 (stereo not given)	-1%	9%	0%	-11%	17%	9%	-12%	-4%	9%
COc1ccc(N(CC(=O)Nc2ccccc2OC)S(=O)(=O)c2ccccc2)cc1Cl	?	-3%	?	-9%	13%	-20%	-9%	11%	?
O=C(NCCc1ccco1)C(=O)NCC1OCCCN1S(=O)(=O)c1ccccc1 (stereo not given)	9%	-5%	15%	-19%	-4%	-15%	-9%	6%	5%
COc1ccc(OCC(=O)NC2CCCCCCC2)cc1	2%	11%	?	-6%	12%	10%	1%	-3%	?
OC(COc1cccc2ccccc12)CN1CCOCC1 (stereo not given)	0%	-1%	0%	1%	-5%	12%	-1%	17%	13%
O=C(CN1C(=O)NC2(CCCCC2)C1=O)Nc1ccc2c(c1)CCC2	9%	-6%	-77%[inhibitor]	5%	-2%	1%	-5%	-4%	?
Cc1ccc2nc(Cl)c3cc(C(=O)NCCCN4CCCC4)sc3c2c1	?	18µM*	?	0%	21%	?	-2%	0%[0.397 µM]	?
C[C@@H](NC(=O)c1nc[nH]c1C(=O)N[C@@H](Cc1ccccc1)C(=O)OC(C)(C)C)c1ccccc1	-36%	?	14%	-22%	-1%	?	?	-18%	?
O=C(NCCC1CC1(Cl)Cl)Nc1ccccc1 (stereo not given)	25%	7%	12%	6%	9%	12%	9%	-12%	?
Cc1ccc(Nc2cc(-c3ccccc3)nc3ncnn23)cc1	0%	-15%	-8%	-19%	6%	-10%	8%	?	-17%
NS(=O)(=O)c1ccc2nc(NC(=O)COc3ccccc3)sc2c1	2%	/	/	16%	/	/	0%	24%[9.22 µM]	4%
Cc1nc(CCNS(=O)(=O)c2cccs2)cs1	3%	2%	-1%	3%	-5%	9%	-1%	8%	6%
Cc1ccc(C(C)C)c(OCC(=O)Nc2ccc(-c3nc4ncccc4o3)cc2C)c1	1%	/	/	-7%	0%	/	1%	15%	0%
O=S(=O)(NCC(c1ccco1)N1CCc2ccccc2C1)c1ccc(F)cc1 (stereo not given)	2%	-8%	-39%	-8%	14%	-6%	4%	-3%	?
CCOC(=O)CSc1nc2ccccc2c(=O)n1Cc1ccco1	6%	-1%	1%	-11%	9%	0%	-4%	?	2%
CCN(CC)S(=O)(=O)c1ccc(NC(=O)CN(c2cccc(F)c2)S(C)(=O)=O)cc1	-3%	-5%	6%	0%	6%	-14%	3%	-15%	-14%
COc1ccc(N2C(=O)CC(Nc3ccc(C(=O)O)cc3)C2=O)cc1OC (stereo not given)	21%	-1%	-22%	52%	-4%	10%	19%	0%	21%
CC1=Nc2ccc(C)cc2/C1=C/c1c(N)n2nc(CC(=O)N3CCOCC3)sc2nc1=O	2%	-2%	1%	23%	3%	0%	0%	14%	2%
CSc1nc2cc(S(=O)(=O)N3CCCCC3)ccc2s1	?	-12%	10%	15µM*	21%	-17%	3%	12%	?
Cc1cc2nc(-c3ccccc3)c(Cc3cccc(Cl)c3)n2c(C)c1Br	-25%	1%	/	22%	11%	-9%	5%	?	?
Cc1nnsc1-c1c(C(=O)Oc2ccccc2)c(C)nn1-c1ccccc1	?	-1%	-29%	-10%	9%	-8%	6%	8%	?

# An excerpt of these results, field by field.
> COc1cccc(Oc2nc3c(c(=O)n(Cc4ccccc4Cl)c(=O)n3C)n2C)c1
  KB-3-1 tox = 2%
  HT1080NT lethal = /
  SW480 rerep = /
  KB-V1 cytotox = ?
  GLP-1R agonist = /
  HT1080 IDH1KD tx = /
  GLP1R cytotox = 7%
  TDP43 rescue = 24%
  GLP1R inv ag = -12%

> CSc1ccccc1OCc1cc(C(=O)N(C)Cc2nonc2C)no1
  KB-3-1 tox = 1%
  HT1080NT lethal = -10%
  SW480 rerep = ?
  KB-V1 cytotox = ?
  GLP-1R agonist = 12%
  HT1080 IDH1KD tx = 0%
  GLP1R cytotox = 6%
  TDP43 rescue = -8%
  GLP1R inv ag = ?

# Next entries.
mol	KB-3-1 tox	HT1080NT lethal	SW480 rerep	KB-V1 cytotox	GLP-1R agonist	HT1080 IDH1KD tx	GLP1R cytotox	TDP43 rescue	GLP1R inv ag
O=C(CCCNS(=O)(=O)c1cccc2nsnc12)NCCN1CCN(c2ccccc2F)CC1	-9%	3%	1%	-14%	4%	-1%	3%	21%	-13%
O=C1COc2ccc(-c3csc(NCC4CCCO4)n3)cc2N1 (stereo not given)	10%	-1%	-6%	-1%	4%	-4%	-13%	4%	2%
Cc1cc(NC(=O)CSc2nc3c(c(=O)n2-c2ccccc2)SC(C)C3)no1 (stereo not given)	-8%	1%	-15%	-4%	-6%	4%	-1%	1%	34%[activator]
COc1ccc(C(=O)NCC(=O)OCCOc2ccc(Cl)cc2)cc1OC	/	-3%	2%	/	15%	1%	0%	?	-2%
O=C(O)c1ccccc1C(=O)NC1Cc2ccccc2C1	4%	21%	-2%	10%	5%	18%	-1%	-5%	10%
CN(Cc1ccccc1)Cc1nc2scc(-c3ccccc3)c2c(=O)[nH]1	-4%	-5%	1%	-12%	19%	0%	2%	-6%[0.397 µM]	?
Cc1ccc(-n2nc3c([n+]2[O-])CCc2c-3no[n+]2[O-])cc1	?	23%	?	?	0%	30%	2%	24%	7%
Cc1ccccc1CNC(=O)C(=O)NCC1OCCCN1S(=O)(=O)c1cccs1 (stereo not given)	-17%	21%	-10%	1%	1%	0%	0%	3%	7%
Cc1ccc(-c2[nH]n3c(=O)c4c(nc3c2C)CCCC4)cc1	-3%	4%	-33%[inhibitor]	-18%	1%	-2%	-11%	14%	0%
COc1cc(NC(=O)CSc2nc3ccccc3c(=O)n2C)ccc1NC(=O)c1ccco1	?	5%	1%	-28%	9%	-29%	-18%	-5%	48%[activator]
O=C1C2C3C=CC(c4ccccc4)(C2C(=O)N1c1cccc(Cl)c1)C1C(=O)N(c2cccc(Cl)c2)C(=O)C31 (stereo not given)	?	-10%	15%	-4%	2%	-17%	?	7%	?
NC(=O)CCSC(=S)N1CCOCC1	-5%	0%	?	-8%	-3%	0%	-2%	-17%	7%
Cc1noc(C)c1COc1ccccc1C(=O)NC(C)c1ccc(F)cc1 (stereo not given)	-2%	7%	?	-20%	6%	0%	1%	-24%	-8%
COc1cnc(SCc2ccc(Cl)cc2Cl)nc1Cl	0%	2%	-10%	-3%	0%	-23%	5%	2%	0%
Cc1ccc([N+](=O)[O-])c2c1C(N1CCCCC1)C(C)(C)O2 (stereo not given)	3%	-2%	-12%	10%	10%	8%	31%[activator]	-16%	?
Cc1cc(=O)c2ccccc2n1Cc1ccccc1	1%	-20%	-3%	?	14%	?	-4%	0%[0.397 µM]	?
CCc1nc(SCC(=O)NCc2ccco2)c2c(=O)n(C)c(=O)n(C)c2n1	?	1%	16%	12%	-4%	-1%	2%	6%	1%
CC1(C)CC2(C)OC2C2(C1)N=NC(=Nc1ccccc1)O2 (stereo not given)	?	9.2µM*	/	-1%	-2%	?	2%	16%	29%
Cc1nnc(NS(=O)(=O)c2ccc(N=Nc3ccc(N)nc3N)cc2)s1	-1%	-5%	-12%	3%	-1%	2%	2%	-3%	3%
CSc1nsc(/C=C/Nc2ccc(C)cc2)c1C#N	4%	-10%	?	-1%	-16%	-12%	70%[activator]	0%	?
N/C(=N\OS(=O)(=O)c1ccc(Cl)cc1)c1ccncc1	-1%	-5%	-2%	-4%	-8%	-2%	3%	-11%	0%
CCn1nc(C)c(Br)c1-c1nc(CS(=O)(=O)c2ccsc2)no1	1%	5%	-16%	-24%	28%	-3%	27%	?	18%
CCCCCCCCN1C(=O)[C@H](CC(=O)N2CCSCC2)C[C@@]2(C(=O)OCC)CCCC=C12	?	?	/	23µM*	-3%	?	5%	24%	?
O=C(NNC(=O)c1cc2ccccc2cc1O)Nc1ccc(Br)cc1	-4%	5%	-5%	2%	-15%	-12%	0%	1%	10%
CCOc1ccccc1NC(=O)c1ccc2c(Cl)c3c(nc2c1)CCC3	8%	/	/	0%	1%	/	1%	14%	19%
Cc1ccc(/C=N/NC(=O)CN2C(=O)CSc3ccccc32)o1	-1%	-6%	1%	1%	0%	6%	-2%	-5%	-9%
CCOc1cc(/C=C2\SC(N3CCCCC3)=NC2=O)ccc1O	-2%	8%	0%	?	?	7%	-10%	3%	100%[activator]
Cc1ccc(C)c(Nc2ncnc3nc[nH]c23)c1	-2%	-2%	-7%	3%	2%	-2%	11%	-15%	19%
CC(=O)c1ccc(NC(=O)c2ccc(S(=O)(=O)N3CCCC3)cc2)cc1	-5%	5%	-8%	?	7%	6%	-21%	-16%	3%
O=C(/C=C/Nc1ccc(F)c(F)c1)c1cccs1	4%	-7%	-7%	-28%	-9%	-10%	3%	?	-6%
CCOC(=O)c1oc2ccccc2c1COC(=O)C(C)NC(=O)c1ccco1 (stereo not given)	2%	-6%	-17%	32%	7%	0%	-14%	15%	10%

# Screening data: PubChem, National Center for Advancing Translational Sciences (NCATS)
